Screens as filed in PubChem.
ABCG2 inh: human ABCG2 inhibition, ABCB1 as counter-screen. Q9UNQ0. IgMXP3 cells, JC-1 efflux, flow cytometry. inhibition, % at 6.6 µM. 190,000 tested, 0.1% active. AID 1325;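 active means inhibition above 80%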;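 further: 0% = DMSO and 100% = nicardipine control wells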
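Test system: IgMXP3 cells (ABCG2) mixed with DDAO far-red-labelled CCRF-Adr cells (ABCB1). Reagent: JC-1 transporter substrate. Compound dosing: single test compound dose, 6.6 µM final. Times: 10 min compound exposure, 25 °C. Detection: flow cytometry of retained JC-1 fluorescence. Read-out basis: efflux inhibition in percent versus controls. Controls: nicardipine and DMSO wells.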
RGS4-Gao reg: human RGS4-Galphao interaction regulation | 220,000 tested, 0.33% active | AID 1415 | Multiplexed bead flow cytometry, RGS4-Galphao binding; actives lie on both sides | binding response (% of control), % at 10 µM | P09471; in the data active means binding response below about 49% or above about 150%; inactive means in between;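 further: fluorescent Galphao activated with aluminum fluoride binding bead-coupled RGS4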
Target sequence (P09471 whole entry, looked up): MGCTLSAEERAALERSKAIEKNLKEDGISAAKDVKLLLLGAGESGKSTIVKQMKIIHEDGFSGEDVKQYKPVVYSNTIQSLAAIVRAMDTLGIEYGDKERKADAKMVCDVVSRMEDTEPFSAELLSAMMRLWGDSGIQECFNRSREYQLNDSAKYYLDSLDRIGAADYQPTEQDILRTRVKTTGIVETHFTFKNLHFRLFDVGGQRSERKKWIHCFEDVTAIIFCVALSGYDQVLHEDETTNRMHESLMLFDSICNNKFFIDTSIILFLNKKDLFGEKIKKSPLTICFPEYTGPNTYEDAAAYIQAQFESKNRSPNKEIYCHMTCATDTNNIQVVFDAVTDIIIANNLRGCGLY
RGS8-Gao reg: regulators of human RGS8-Galphao interaction | 220,000 tested, 0.34% active | response (percent of control binding), % at 10 µM | multiplexed bead flow cytometry, RGS8-Galphao binding; actives lie on both sides | P09471; in the data active means response below about 60% or above about 140%; inactive means in between;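 further: Galphao activated as the GDP aluminium fluoride complex binding bead-coupled RGS8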
Bim-Mcl-1: disrupts Bim peptide binding to human Mcl-1. inhibition, % at 10 µM. 190,000 tested, 0.1% active. Q07820. Bead-based flow cytometry, Bim peptide-Mcl-1 binding. AID 1009;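 further: 0% = no compound tracer wells and 100% = peptide blocker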
ABCB1 inh: blocks JC-1 efflux by human ABCB1 transporter. P08183. CCRF-Adr cells, flow cytometry. inhibition, % at 6.6 µM. 190,000 tested, 0.067% active. AID 1326; in the data active means inhibition above about 40%;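 further: 0% = vehicle and 100% = reference inhibitor; higher value means more JC-1 retained so stronger ABCB1 efflux block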
RGS7-Gao reg: modulates binding of RGS7 to human Galphao; 220,000 tested, 0.35% active; AID 1439; Multiplexed bead flow cytometry; actives lie on both sides; binding response (% of control), % at 10 µM; in the data active means binding response below about 49% or above about 150%; inconclusive means no clear call, values can overlap the other calls; inactive means in between;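 further: fluorescent Galphao held in activated GDP-AlF4 state binding bead-coupled RGS7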
Bim-Bcl-XL: human Bim-Bcl-XL interaction inhibition; Bim peptide-Bcl-XL binding, bead flow cytometry, fluorescence; Q07817; 190,000 tested, 0.04% active; inhibition, % at 10 µM; AID 1007
Target sequence (Q07817 whole entry, looked up): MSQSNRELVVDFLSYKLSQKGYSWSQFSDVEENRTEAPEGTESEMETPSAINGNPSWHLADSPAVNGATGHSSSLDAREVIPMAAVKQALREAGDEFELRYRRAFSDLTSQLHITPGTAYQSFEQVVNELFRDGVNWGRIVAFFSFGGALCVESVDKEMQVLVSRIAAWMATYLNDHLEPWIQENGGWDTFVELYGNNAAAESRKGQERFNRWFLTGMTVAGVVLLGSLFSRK
Bim-Bcl-2: human Bim-Bcl-2 interaction inhibition. P10415. Bead-based flow cytometry, Bim peptide-Bcl-2 binding. inhibition, % at 10 µM. 190,000 tested, 0.06% active; in the data active means inhibition above about 40%; inconclusive means no clear call, values can overlap the other calls;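 further: 0% = no compound wells with probe peptide and 100% = reference peptide inhibitor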
Bim-Bcl-B: inhibitors of Bim-Bcl-B interaction, human. Q9HD36. bead-based flow cytometry, Bim peptide-Bcl-B binding. inhibition, % at 10 µM. 190,000 tested, 0.073% active. AID 951;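 further: 0% = tracer peptide without compound and 100% = reference inhibitor peptide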
Target sequence (Q9HD36 whole entry, looked up): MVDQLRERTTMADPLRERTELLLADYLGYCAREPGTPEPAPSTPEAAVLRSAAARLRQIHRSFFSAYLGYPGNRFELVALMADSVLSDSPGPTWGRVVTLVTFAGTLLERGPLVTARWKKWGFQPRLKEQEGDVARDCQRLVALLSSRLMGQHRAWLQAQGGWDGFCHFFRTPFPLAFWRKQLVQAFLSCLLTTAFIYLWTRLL
Bcl-W Bim block: inhibitors of Bim-Bcl-W interaction, human; inhibition, % at 10 µM; bead-based flow cytometry, Bim peptide-Bcl-W binding; Q92843; 190,000 tested, 0.02% active;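 further: 0% = bound tracer without compound and 100% = peptide blocker; higher means less fluorescent Bim peptide bound to Bcl-W beads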
Target sequence (Q92843 whole entry, looked up): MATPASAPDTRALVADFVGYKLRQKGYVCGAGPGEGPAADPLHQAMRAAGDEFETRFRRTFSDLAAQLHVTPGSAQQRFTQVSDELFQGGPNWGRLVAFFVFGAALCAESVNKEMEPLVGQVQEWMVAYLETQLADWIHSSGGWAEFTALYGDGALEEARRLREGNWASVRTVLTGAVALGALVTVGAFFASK
Bim-Bfl-1: human Bim-Bfl-1 interaction inhibition. Q16548. Bead-based flow cytometry, Bim-Bfl-1 binding inhibition. inhibition, % at 10 µM. 190,000 tested, 0.12% active. AID 1008;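 further: 0% = wells without compound plus tracer and 100% = blocker peptide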
Starred values were filed as active, the others as inactive; ? = inconclusive; nt = no result given. Unless noted, no stated cut-off is given here; in the data, active means inhibition above about 40%.

SMILES | ABCG2 inh | RGS4-Gao reg | RGS8-Gao reg | Bim-Mcl-1 | ABCB1 inh | RGS7-Gao reg | Bim-Bcl-XL | Bim-Bcl-2 | Bim-Bcl-B | Bcl-W Bim block | Bim-Bfl-1
COc1ccc(C)cc1C(=O)CCC(=O)Nc1ccccc1N1CCOCC1 | 6 | 111 | 99 | 2 | 1.1 | 105 | 0 | -2 | 4 | -1 | 3
Cc1ccc(S(=O)(=O)NCC(=O)OCC(=O)c2cccs2)cc1 | -9 | 101 | 102 | -3 | 0.0 | 100 | -9 | -12 | -8 | -1 | -20
Cc1c(N=N/C(C(=O)Nc2ccccc2)=C(/O)c2ccccc2)c(=O)n(-c2ccccc2)n1C | 0 | 104 | 104 | -2 | 0.0 | ? | -2 | 2 | 0 | -6 | 5
COc1cc(/C=C(/C#N)c2ccccc2F)ccc1OCc1ccccc1 | 8 | 104 | 114 | -5 | 0.1 | 106 | -6 | -2 | -1 | -3 | -6
Clc1ccc(COc2ccccc2CNCc2cccnc2)cc1 | 7 | 101 | 101 | 1 | 1.7 | 101 | 0 | 0 | -4 | 0 | -12
COc1cc(CNn2cn[nH]c2=S)cc(Cl)c1OCc1ccc(F)cc1 | -1 | 102 | 98 | -12 | -0.2 | 102 | -9 | -4 | -45 | -7 | -5
O=C(NNC(=O)c1cccc2ccccc12)c1ccco1 | 5 | 99 | 100 | -1 | 0.5 | 95 | -3 | -2 | -4 | -1 | -2
Cc1csc(NC(=O)CSc2nnc(-c3ccoc3C)n2Cc2ccco2)n1 | 7 | 97 | 96 | -1 | 1.8 | 97 | -4 | 0 | 0 | -1 | 0
Cc1noc(C)c1COC(=O)c1cccnc1Cl | 1 | 94 | 97 | 2 | 0.1 | ? | 0 | 0 | 2 | 2 | -5
O=C(Nc1ccc(F)cc1)Nc1ccc(N2CCCC2)c(S(=O)(=O)Nc2ccccc2Cl)c1 | -2 | 102 | 104 | -3 | -0.5 | 97 | -5 | 0 | -1 | -2 | 0
CCN1CCN(C(=O)c2sc3nc(C)nc(N4CCC(C)CC4)c3c2C)CC1 | 5 | 105 | 105 | -1 | 3.0 | 105 | -6 | -7 | -3 | 2 | -11
C/C(N)=C(/C#N)C(=O)CSc1ccccc1F | 3 | 98 | 99 | 0 | 1.1 | 97 | 0 | 0 | -1 | -2 | -2
S=C(Nc1ccc(Cl)cc1)NC1CC2CCCC(C1)N2C1CCCC1 (stereo not drawn) | 3 | 98 | 101 | 0 | 1.0 | 99 | 10 | -5 | -7 | 6 | -11
COC(=O)c1c(-c2ccc(C)cc2)csc1NC(=S)NC(=O)c1cc(OC)cc(OC)c1 | -8 | 93 | 99 | -3 | -0.7 | 99 | -8 | -7 | -8 | -5 | -9
CCN=C1SC(C(=O)NCCc2ccccc2)CC(=O)N1CC (stereo not drawn) | 2 | 99 | 100 | -1 | 0.4 | 98 | -2 | 0 | 2 | -1 | -2
CCCCC(=O)Nc1sc2c(c1-c1nc3ccccc3s1)CCN(C(C)=O)C2 | 1 | 106 | 104 | 0 | -1.5 | 104 | -4 | -2 | -3 | 1 | -7
S=C(NCC1CCCO1)Nc1ccc(Nc2ccccc2)cc1 (stereo not drawn) | 13 | 100 | 100 | -1 | 1.7 | ? | -1 | -1 | -2 | 0 | -2
O=C(CN1CCC(n2nnc3cc(C(F)(F)F)ccc32)CC1)Nc1ccc2c(c1)OCCO2 | 3 | 105 | 101 | 3 | 0.5 | 104 | 0 | -6 | -3 | 1 | -13
O=C(c1c[nH]c2ccc(S(=O)(=O)N3CCOCC3)cc2c1=O)N1CCN(c2ccccn2)CC1 | 1 | 98 | 99 | 0 | 0.2 | 97 | -1 | -5 | -2 | 4 | -7
O=C(CC(c1ccccc1)c1ccccc1)N1CCN(c2ccccn2)CC1 | 0 | 100 | 102 | 3 | 1.5 | 103 | -1 | -3 | -1 | 0 | -4
COc1ccc2oc(=O)c(C(=O)N3CCN(c4ccccc4)CC3)cc2c1 | 0 | 97 | 99 | -1 | 0.1 | 99 | 1 | 0 | 0 | 0 | 1
CCOC(=O)c1ccc(NCc2ccc(N(C)C)cc2)cc1 | 1 | 103 | 102 | -3 | 0.1 | 99 | -12 | -12 | -14 | -2 | -12
CC1(C)NC(=O)N(CC(O)CN2CCCC2)C1=O (stereo not drawn) | -8 | 96 | 97 | -2 | 0.1 | 94 | -6 | -8 | -9 | -1 | -16
CCOC(=O)c1ccc(N2C(=O)C(CC(N)=O)N(CCc3ccc(OC)c(OC)c3)C2=S)cc1 (stereo not drawn) | -6 | 98 | 100 | -1 | -0.6 | ? | -4 | -2 | -6 | -2 | 0
Oc1ccc2ccccc2c1CNn1cnnc1 | 4 | 101 | 102 | 2 | 0.6 | 98 | -4 | -7 | -7 | 0 | -14

The list goes on.
SMILES | ABCG2 inh | RGS4-Gao reg | RGS8-Gao reg | Bim-Mcl-1 | ABCB1 inh | RGS7-Gao reg | Bim-Bcl-XL | Bim-Bcl-2 | Bim-Bcl-B | Bcl-W Bim block | Bim-Bfl-1
NNC(=O)c1sc2cc(C(F)(F)F)cnc2c1-c1cccs1 | 2 | 97 | 102 | -2 | 0.0 | 96 | -5 | -2 | 0 | -2 | -2
Cc1ccc(OCC(=O)Nc2ccc(N3CCN(S(C)(=O)=O)CC3)cc2)c(C)c1 | 5 | 102 | 110 | 1 | 0.3 | 108 | 0 | -1 | -2 | 1 | -3
CN1c2ccccc2C(C)(C)C12CC(c1ccc(Cl)c(S(=O)(=O)N3CCCC3)c1)=NO2 (stereo not drawn) | -7 | 103 | 105 | -1 | 0.8 | 106 | -2 | -1 | -4 | 1 | 0
O=C(COc1ccccc1)Nc1nccs1 | 1 | nt | nt | 0 | 0.3 | nt | 0 | 3 | -3 | 0 | 7
COC(=O)CCN(C(=O)c1ccc2c(c1)OCO2)c1ccccn1 | 1 | 102 | 102 | -2 | 0.5 | 98 | 3 | -9 | -9 | 1 | -12
Cc1ccc(NC(=O)CC2SC3=NCCCN3C2=O)c(C)c1 (stereo not drawn) | -1 | 100 | 96 | -4 | -0.1 | 94 | -15 | -7 | -9 | -6 | -25
O=C(NC(=S)NC1CCCCCC1)c1cncc(Br)c1 | 1 | 99 | 100 | -3 | -0.4 | 97 | -9 | -3 | -5 | -6 | -1
Cc1ccc(S(=O)(=O)N2CCN(C(=O)/C=C/c3ccco3)CC2)cc1 | 5 | 97 | 98 | 0 | 1.9 | 90 | -3 | -5 | -4 | 0 | -4
COC(CNC(=O)C1CCN(C(=O)c2cc3oc(C)cc3n2Cc2c(F)cccc2Cl)CC1)OC | 3 | 101 | 99 | 0 | 1.2 | 96 | -1 | -2 | -1 | -1 | -2
CCCn1cnc2c(N)c(C)c(C)cc21 | 2 | 101 | 96 | -2 | 0.3 | 104 | -10 | -5 | -5 | -3 | -4
COc1cc(S(=O)(=O)N2CCN(c3ccccc3)CC2)ccc1F | 0 | 97 | 93 | -1 | 0.1 | 98 | -1 | -1 | 2 | 4 | 0
Cc1cc(C)c(S(=O)(=O)c2ccccc2C)c(OCCO)n1 | 6 | 104 | 103 | -2 | 1.6 | ? | -2 | -1 | -1 | 0 | -5
CCn1ccnc1CN(C)Cc1cn(C)nc1-c1ccccc1F | -2 | 98 | 104 | -2 | -2.2 | 100 | -3 | -4 | -2 | -4 | -6
Cc1ccc(-c2nc3ccccc3c(=O)n2CCCN2CCOCC2)cc1 | 2 | 102 | 101 | -1 | 0.6 | 100 | -3 | -1 | -3 | -1 | -1
CCOC(=O)c1cc(NC(=O)Nc2nccs2)c(C)nc1C | 1 | 103 | 108 | -2 | 0.8 | 106 | -1 | -1 | -4 | 0 | 0
Cc1cc(C)c2nc(-c3ccccn3)cc(C(=O)Nc3ccc(S(=O)(=O)Nc4onc(C)c4C)cc3)c2c1 | -6 | 102 | 99 | 4 | -1.8 | 101 | -4 | 4 | -1 | -3 | 7
COC(=O)c1ccc(-c2noc(CN(Cc3ccccn3)CC3CCCO3)n2)cc1 (stereo not drawn) | 1 | 105 | 107 | -6 | 0.3 | 102 | -6 | -5 | -4 | -8 | -3
Cc1cc(N2CCN(C(=O)c3ccco3)CC2)n2ncnc2n1 | 10 | 97 | 100 | -3 | 0.7 | 98 | -5 | 0 | -5 | -2 | -1
Cc1ccc2cc(CN(Cc3ccc4c(c3)OCO4)Cc3nnnn3Cc3ccco3)c(=O)[nH]c2c1 | 1 | 99 | 101 | 0 | 0.9 | 101 | 0 | -10 | -7 | 1 | -8
CCOC(=O)c1ccccc1Nc1cn(C(C)=O)c2ccccc12 | 3 | 105 | 97 | 0 | 0.3 | 104 | -1 | 0 | 0 | 0 | 0
Cc1ccc2nc3c(cc(C(N)=S)c(=N)n3CCCOC(C)C)c(=O)n2c1 | 1 | 99 | 98 | 1 | 0.1 | 99 | 2 | 1 | 0 | 4 | 18
c1ccc(COc2nsnc2N2CCOCC2)cc1 | 1 | 97 | 94 | -2 | 0.4 | 102 | -3 | -8 | -10 | 1 | -5
Fc1ccc2c(c1)C(c1cccnc1)=NNC(c1cccs1)=N2 | 23 | 102 | 100 | 1 | 1.0 | 99 | -3 | 0 | -2 | -1 | 1

Given with two lines to a compound: entries from further up
Under each structure: ABCG2 inh, RGS4-Gao reg, RGS8-Gao reg, Bim-Mcl-1, ABCB1 inh, RGS7-Gao reg, Bim-Bcl-XL, Bim-Bcl-2, Bim-Bcl-B, Bcl-W Bim block, Bim-Bfl-1
- Cc1ccc(-c2nc3ccccc3c(=O)n2CCCN2CCOCC2)cc1
  2, 102, 101, -1, 0.6, 100, -3, -1, -3, -1, -1
- CCOC(=O)c1cc(NC(=O)Nc2nccs2)c(C)nc1C
  1, 103, 108, -2, 0.8, 106, -1, -1, -4, 0, 0
- Cc1cc(C)c2nc(-c3ccccn3)cc(C(=O)Nc3ccc(S(=O)(=O)Nc4onc(C)c4C)cc3)c2c1
  -6, 102, 99, 4, -1.8, 101, -4, 4, -1, -3, 7
- COC(=O)c1ccc(-c2noc(CN(Cc3ccccn3)CC3CCCO3)n2)cc1 (stereo not drawn)
  1, 105, 107, -6, 0.3, 102, -6, -5, -4, -8, -3
- Cc1cc(N2CCN(C(=O)c3ccco3)CC2)n2ncnc2n1
  10, 97, 100, -3, 0.7, 98, -5, 0, -5, -2, -1
- Cc1ccc2cc(CN(Cc3ccc4c(c3)OCO4)Cc3nnnn3Cc3ccco3)c(=O)[nH]c2c1
  1, 99, 101, 0, 0.9, 101, 0, -10, -7, 1, -8
- CCOC(=O)c1ccccc1Nc1cn(C(C)=O)c2ccccc12
  3, 105, 97, 0, 0.3, 104, -1, 0, 0, 0, 0
- Cc1ccc2nc3c(cc(C(N)=S)c(=N)n3CCCOC(C)C)c(=O)n2c1
  1, 99, 98, 1, 0.1, 99, 2, 1, 0, 4, 18
- c1ccc(COc2nsnc2N2CCOCC2)cc1
  1, 97, 94, -2, 0.4, 102, -3, -8, -10, 1, -5
- Fc1ccc2c(c1)C(c1cccnc1)=NNC(c1cccs1)=N2
  23, 102, 100, 1, 1.0, 99, -3, 0, -2, -1, 1
